# INS-1E GSIS act – GLuc luminescence reporter in INS-1E cells, primary screen for activators of glucose-dependent secretion of insulin. INS-1E GLuc reporter insulin secretion, 2-3 h. activation, % at 16.6 µM. 0.61% of 370,000 active. AID 743287;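 active means lowest replicate activation of at least 40%, so every replicate reaches that level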;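 further: 0% = median of neutral control wells and 100% = median of IBMX positive control wells; some compounds called inactive have numbers as strong as hits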
# CFTR F508del cor – correctors of CFTR F508del function in bronchial epithelial cells; 0.36% of 350,000 active; activity (quench increase), % at 7.58 µM; CFBE cells, YFP halide quenching; stimulated with forskolin plus potentiator P3; % fluorescence drop versus neutral controls;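 active means mean added fluorescence quench of at least 8% versus neutral control, with both replicates also reaching 8%; inconclusive means only one of the mean or replicate conditions met; inactive means mean below 8% and not both replicates reaching 8%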;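 further: cells transiently co-express mutant CFTR-F508del with the halide-sensitive YFP; corrector assay measuring rescue of mutant channel to the surface after 24 h compound exposure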
# FN deposit inh – fibronectin deposition inhibition; AH1F fibroblasts, Alexa488-fibronectin deposition fluorescence, overnight; AID 743247; inhibition, % at 12.6 µM; 0.086% of 350,000 active;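 active means mean inhibition across replicates of 30% or more, regardless of how many single replicates reach that level; inconclusive means mean under 30% yet at least half of replicates reach 30%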;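 further: positive control wells lacked labelled fibronectin entirely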
#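 Assay system: AH1F fibroblasts assembling fluorescent fibronectin matrix; Amount: 10000 AH1F cells per well; Buffer or medium: DMEM, 2% serum; Probe or stimulus: Alexa488-fibronectin, 24 nM final in well; Doses: single compound dose, delivered by pin transfer; Incubation: 1 h adhesion, overnight exposure; Measured by: fluorescence 485/525 nm; Read-out: fibronectin deposition inhibition.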
# DENV2 CPE rescue – inhibitors of DENV2 cytopathic effect; 1.7% of 350,000 active; DENV2-infected cells, cytopathic effect rescue, plate reader; CPE inhibition, % at 9.99 µM; AID 651640; in the data active means CPE inhibition above about 20%, passing the limit was not always enough; inconclusive means no clear call, values can overlap the other calls; tested in BHK-21 cells;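 further: 0% = median of neutral control wells and 100% = median of positive control wells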
# miR-122 sensor – blocks miR-122 activity in Huh7 sensor cells; AID 602342; 0.3% of 340,000 active; Huh7 miR-122 Renilla luciferase sensor, 48 h; neutral wells = 0, positive control = 100; activation (reporter increase), % at 12.5 µM;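 active means mean replicate activation score at least 90 and every replicate individually at or above 90; inconclusive means only one of the two criteria met; inactive means neither criterion met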;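 further: higher luciferase means less miR-122 activity so hits act as miR-122 inhibitors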
# PAX8 reporter – PAX8 transcriptional activity inhibition; 1.2% of 360,000 active; RMG-I TPO-luciferase reporter, SteadyGlo, 24 h; inhibition, % at 12.6 µM; AID 652154;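 active means mean replicate inhibition at least 60% with every replicate also reaching 60%; inconclusive means only one of the two criteria is met; inactive means mean below 60% and not all replicates reaching 60%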;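 further: luciferase light reporting Pax8 driven TPO promoter activity; plate controls were median of neutral control wells for no effect and mitoxantrone controls for full effect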
# EWS-Fli inh – blocks EWS/Fli oncoprotein-driven transcription. A673 NR0B1-luciferase reporter, viability-normalised. inhibition, % at 12.6 µM. 0.67% of 350,000 active;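 active means mean inhibition of at least 50% after viability correction, with every replicate also passing that limit; inconclusive means mean reaches 50% but only one of two replicates passes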;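 further: firefly luciferase signal divided by Alamar Blue viability fluorescence both relative to DMSO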
# * marks the source's active call; other numbers are inactive results; ? = inconclusive; · = no result given; & = joins results of further samples; [ ] = remark or other dose.
SMILES,INS-1E GSIS act,CFTR F508del cor,FN deposit inh,DENV2 CPE rescue,miR-122 sensor,PAX8 reporter,EWS-Fli inh
Cc1cc(F)c(F)c(C(=O)N2CCCCC2C)c1Cl (stereo not drawn),11,1.6,8,-3,-1,2,0
COCC#Cc1ccc([C@H]2[C@@H](CO)N3CCCCN(Cc4cncnc4)C[C@H]23)cc1,19,-4.2,·,-3,6[16.7 µM],14,-12
CC(C)(C)C(=O)[C@H]1[C@H](c2ccccc2)[C@@]2(N=C(c3ccccc3)OC2=O)C2c3ccccc3C=NN21 (stereo partly drawn),0,·,-3,·,11,-98,·
C=CCOc1ccc(Br)cc1CNC(C)(C)C,5,2.0,-2,-1,·,7,3
CC(C(=O)Nc1ccccc1C(=O)N1CCOCC1)N(c1ccc(Cl)cc1)S(C)(=O)=O (stereo not drawn),8,-0.8,0,1,-6,-4,-10
COc1ccc(C(=O)N/N=C(\C)CC(=O)NC2CCCCC2)c(OC)c1,-1,-1.9,5,4,-6,-15,·
O=C(c1cc2ccccc2o1)N1CCN(S(=O)(=O)c2ccc(Cl)s2)CC1,·,-2.6,-15,-1,-8,-8,9
CCC(=O)N1[C@H](CO)[C@H](c2ccc(C3=CCCC3)cc2)[C@@H]1CNC(=O)CN(C)C,-9,4.5,13,16,-7[16.7 µM],-9,1
CCOc1ccc(NC(=O)c2ccc(NS(=O)(=O)c3cccs3)cc2)cc1,-9,-5.3,-3,18,6,-9,-4
C[C@H]1CCCCO[C@H](CN(C)C(=O)Nc2ccc(F)cc2)[C@@H](C)CN([C@@H](C)CO)C(=O)c2cc(NS(=O)(=O)c3ccccc3)ccc2O1,-14,-2.5,·,53*,4[16.7 µM],20,11

# Printed as active in DENV2 CPE rescue, of those listed so far:
Compound | INS-1E GSIS act | CFTR F508del cor | DENV2 CPE rescue | miR-122 sensor
C[C@H]1CCCCO[C@H](CN(C)C(=O)Nc2ccc(F)cc2)[C@@H](C)CN([C@@H](C)CO)C(=O)c2cc(NS(=O)(=O)c3ccccc3)ccc2O1 | -14 | -2.5 | 53* | 4[16.7 µM]

# Continued.
SMILES,INS-1E GSIS act,CFTR F508del cor,FN deposit inh,DENV2 CPE rescue,miR-122 sensor,PAX8 reporter,EWS-Fli inh
COCCNS(=O)(=O)c1ccc(Cl)c(C(=O)NC2CCN(Cc3ccccc3)CC2)c1,10,-0.9,5,7,-7,-4,0
OC[C@@H]1Nc2ccc(C#Cc3ccccc3)cc2[C@H]2[C@@H]1CCN2Cc1nccs1,22,-3.2,-12,·,-4[16.7 µM],-22,-42
Cc1cc([N+](=O)[O-])nn1CCCC(=O)Nc1c(C)n(C)n(-c2ccccc2)c1=O,17,-0.1,7,-3,3,-8,2
COc1cc(/C=C/C(=O)O)cc(S(=O)(=O)Nc2ccc3nc(SC)sc3c2)c1OC,-7,-1.0,22,0,·,5,-4
Cc1cc(C(=O)O)ccc1-c1ccc(CO)o1,-6,1.8,-12,3,-2,4,-1
C[C@H](CO)N1C[C@H](C)[C@H](CN(C)Cc2ccccc2)Oc2ncc(-c3cccnc3)cc2C1=O,9,-0.5,2,·,1[16.7 µM],·,-9
FC(F)(F)c1ccccc1CN1CCCC(N2CCN(c3ccccc3)CC2)C1 (stereo not drawn),37,1.5,-6,?,·,29,21
CCN(CC(=O)NC1CCS(=O)(=O)C1)S(=O)(=O)c1ccc2ccccc2c1 (stereo not drawn),-1,·,3,-5,7,1,-2
CCCCOc1ccc(C2CC(=O)NC2=O)cc1 (stereo not drawn),·,·,8,·,-15,11,·
CCc1ccc(C(=O)Nc2ccc3c(c2)n(C)c(=O)n3C)cc1,1,-4.5,5,0,7,-19,-9

# Of the compounds above, 2 contain a COOH group:
SMILES,INS-1E GSIS act,CFTR F508del cor,FN deposit inh,DENV2 CPE rescue,miR-122 sensor,PAX8 reporter,EWS-Fli inh
COc1cc(/C=C/C(=O)O)cc(S(=O)(=O)Nc2ccc3nc(SC)sc3c2)c1OC,-7,-1.0,22,0,·,5,-4
Cc1cc(C(=O)O)ccc1-c1ccc(CO)o1,-6,1.8,-12,3,-2,4,-1

# (more compounds)
SMILES,INS-1E GSIS act,CFTR F508del cor,FN deposit inh,DENV2 CPE rescue,miR-122 sensor,PAX8 reporter,EWS-Fli inh
Cc1ccc(C)c(NC(=O)CCc2c(C)nn(-c3ccc(N4CCCCC4)nn3)c2C)c1,5,0.5,1,-1,-11,0,-25
Cc1ccc(-c2cn(-c3ccccc3)c(SCC(N)=O)n2)cc1C,8,·,-8,·,-2,-100,·
COc1cccc(Oc2ccc(C(F)(F)F)cc2NC(=O)CCc2nc3ccccc3c(=O)[nH]2)c1,-5,0.2,-2,-2,-1,-10,·
CC(C)NS(=O)(=O)c1ccc(OCC(=O)N2CCCC2)c(Cl)c1,13,·,10,·,22,·,·
COc1ccc(CNC(=O)C2CCN(C(=O)N(C)C)CC2)c(OC)c1,21,-1.3,·,·,9,·,4
CCCNC(=O)C[C@@H]1C[C@H]2c3cc(NC(=O)NC4CCCCC4)ccc3O[C@H]2[C@@H](CO)O1,3,-2.1,-5,2,2[16.7 µM],1,-1
CN1CCN(C(=S)Nc2cccc(C(F)(F)F)c2)CC1,-4,·,7,-8,2,18,0
CSc1nn2c(C(F)(F)F)cc(C(F)(F)F)nc2c1C(=O)O,·,-1.2,-2,8,·,0,7
ON=C1/C(=N\O)CC2(C/C1=N/O)OCCO2,3,3.5,·,-5,-8,·,-1
COc1ccccc1CNC(=O)c1ccc2c(=O)n(CCCN3CCCC3=O)c(=S)[nH]c2c1,·,-3.5,7,5,-10,-6,-11
Cc1ccc(C(=O)N2CCC2(C)C(=O)NC(C)C)cc1 (stereo not drawn),5,-4.5,-6,-4,2,-3,5
CSCC(C)N1CCC(n2nccc2NC(=O)CCCc2ccccc2)CC1 (stereo not drawn),7,-0.8,0,-5,0,7,·
Cc1ncc(CN2CCC(CO)(CCc3ccccc3)CC2)s1,2,-0.9,-3,6,0,39,11
CCCC(=O)Nc1ccc2c(c1)C(=O)N(C)[C@@H]1CC[C@@H](CC(=O)NCc3ccccc3F)O[C@H]1CO2,1,-0.1,-21,-2,0[16.7 µM],-19,-4
COc1ccc(/C=N/NC(=O)c2ccc(F)cc2)cc1CN1CCc2cc(OC)c(OC)cc2C1C (stereo not drawn),1,2.0,-7,-4,3,5,6
Cc1ccc(OCC(O)CN2CCCC2)cc1 (stereo not drawn),-27,1.2,2,-4,-4,1,-15
O=C(NNC(=O)c1ccncc1)Nc1ccc(N=Nc2ccccc2)cc1,·,-0.1,-3,-8,2,-119,-86
COC(=O)c1cc(=O)nc2scc(C)n12,·,-5.9,-7,1,2,6,-1
Cc1nnc(C)n1/N=C/c1ccc(-c2ccccc2Cl)o1,-4,-0.1,6,?,1,-1,10
C[C@@H]1CN([C@H](C)CO)C(=O)c2cccc(NS(=O)(=O)c3cccs3)c2O[C@H]1CN(C)Cc1ccccc1,8&-17,0.7&0.8,-4,-2&2,0[16.7 µM],14,12&11
C[C@@H]1CN([C@H](C)CO)C(=O)c2cc(NC(=O)Nc3ccc(C(F)(F)F)cc3)ccc2O[C@@H]1CN(C)Cc1ccc(C(F)(F)F)cc1,19,0.4,·,-26,-1[16.7 µM],-3,-8
O=C(O)C(Cc1ccc(O)c([N+](=O)[O-])c1)N1C(=O)c2ccccc2C1=O (stereo not drawn),11,-2.0,-2,4,·,-2,2
Cn1cnc(C(=O)NCc2ccccc2)c1C(=O)NCc1ccccc1,4,2.0,0,3,-3,12,8
O=C(Nc1ccc(Cl)cc1Cl)c1csc(-c2cccnc2)n1,·,3.7,1,16,·,-3,-7
Cc1ccc(C)c(NC(=S)NNC(=O)c2csc(C)c2C)c1,3,·,-6,·,·,-49,·
COc1ccc(OCC(O)CN2CCN(CC(O)COc3ccc(OC)cc3)CC2)cc1 (stereo not drawn),1,-1.0,-1,2,-5,-4,5
CC(C)COC(=O)n1c(=O)oc2ccc(S(=O)(=O)N3CCCCC3)cc21,-37,-0.1,0,-4,0,0,13
CC(=O)Oc1ccc(/C=N/NC(=S)Nc2ccccc2)cc1,5,·,0,·,1,-156,·
Cc1ccc(OCc2cc(C(=O)N3CCCC3)no2)cn1,2,1.6,6,-8,1,-89,-53
O=C(C[C@H]1CC[C@@H]2[C@H](COC[C@@H](O)CN2S(=O)(=O)c2ccccc2)O1)NCCN1CCCC1,5,-1.2,-12,17,·,9,0
COc1ccc(C(CC(=O)NCc2ccccc2)Sc2n[nH]c(-c3ccccc3)n2)cc1 (stereo not drawn),-2,-1.1,·,-3,33,-4,8
COC(=O)[C@]1(Sc2ccc(OC)cc2)CC(=O)N[C@@H]1c1ccccc1,3,-4.4,6,72*,·,10,7
COc1ccc(-n2c(O)c(C=Nc3ccccc3)c3ccccc3c2=O)cc1OC,6,-3.4,1,8,-17,-13,12
COc1ccc(N2C[C@H](C)[C@@H](CC(=O)Nc3ccc(Br)cc3)C2=O)cc1,-16,3.8,-5,·,0,-8,0
Cc1cccc(OCC(=O)NCc2nnc3ccc(C(F)(F)F)cn23)c1C,-8,3.5,-5,12,9,-3,7
Cc1cccc(S(=O)(=O)N2C[C@@H](O)COC[C@@H]3O[C@H](CC(=O)NCCCN4CCOCC4)CC[C@H]32)c1,17&-8,2.0&1.0,-5&3,-15&3,-7[16.7 µM],-22&-23,-1&2
COc1ccc(CNC(=O)c2nccnc2CO)cc1,-3,-1.5,0,3,·,-6,1
Cc1cccc(N2CCN(C(=O)CCNS(=O)(=O)c3ccc4c(c3)oc(=O)n4C)CC2)c1C,-21,1.4,10,-1,·,5,2
O=C(Nc1ccc(-c2nc3cccnc3s2)cc1)c1cccnc1Cl,11,4.5,0,-3,0,-195,-83
C[C@@H]1CN([C@@H](C)CO)C(=O)c2cc(C#Cc3ccccc3F)cnc2O[C@@H]1CN(C)C,-5,3.4,·,-1,-2[16.7 µM],-15,-6
COc1cccc(C(NC(C)=O)c2nc(-c3cccnc3)cs2)c1 (stereo not drawn),-1,0.4,3,-1,-3,0,-5
COc1cccc(NC(=O)C[C@H]2CC[C@H]3[C@H](COc4ccc(NS(=O)(=O)c5cccc(F)c5)cc4C(=O)N3C)O2)c1,-12,-1.5,-15,-1,3[16.7 µM],8,4
O=C(NCc1ccccc1)c1cc(C2COCCN2C(=O)c2ccccc2)on1 (stereo not drawn),10,1.6,-1,-9,-4,-13,-3
CCS(=O)(=O)N1CCC(C(=O)NCCc2ccc(C)cc2)CC1,21,-0.4,·,9,-5,·,-5
Cc1c(NS(C)(=O)=O)c(=O)n(-c2ccccc2)n1C,·,·,-2,·,-5,-6,·
O=C(Nc1ccccc1)C1CCCN(C(=O)c2ccc(Cl)cc2)C1 (stereo not drawn),-6,3.6,0,-7,·,6,3
CCOc1c(Br)cc(/C=N\NC(=O)c2ccccc2)cc1OC,5,-0.7,2,5,·,-22,-11
O=C(NCCc1ccc(Cl)cc1)c1ccc(CNc2c(N3CCOCC3)c(=O)c2=O)cc1,6,0.7,5,-7,3,8,0
O=C(CSc1ncn[nH]1)Nc1nc2c(F)c(F)c(F)cc2s1,-9,-4.0,0,2,-1,14,6
CCOC1=C2[C@H]([C@H]3C(=O)N(c4ccccc4)C(=O)[C@H]3C1)[C@@H](C(C)C)N(S(=O)(=O)c1ccc(C)cc1)[C@H]2c1ccccc1,-24,-2.9,·,-7,-4,-22,6
S=C(NCc1ccccc1)Nc1ccc(Cl)cc1,-16,-2.3,-3,·,-2,11,3
O=C(NCC1CC1)[C@H]1[C@H](CO)[C@H]2Cn3c(ccc(-c4cccnc4)c3=O)[C@@H]1N2C(=O)C1CCC1,7,-1.3,-1,20,-1[16.7 µM],·,2
O=C(OCCOc1ccccc1)c1cc(S(=O)(=O)N2CCOCC2)c(Cl)cc1Cl,3,-2.7,2,9,-9,-11,-2

# From PubChem BioAssay
